# Growth percent in the NCI-60 one-dose screen (48 h, 10 µM unless noted): 100 = growth as untreated, 0 = no growth, -100 = all killed.
# ACHN – ACHN renal cancer; hit rate 4.9% among 81,000; AID 1794771
# OVCAR-3 – OVCAR-3 ovarian cancer; hit rate 7% among 79,000
# RXF 393 – RXF 393 renal cancer cells; hit rate 6.9% among 77,000
# OVCAR-5 – OVCAR-5 ovarian cancer. AID 1794783. hit rate 2.9% among 82,000
# OVCAR-8 – OVCAR-8 ovarian cancer. hit rate 4.4% among 81,000. AID 1794782
# OVCAR-4 – OVCAR-4 ovarian cancer cells | hit rate 3.7% among 80,000 | AID 1794784
# A498 – A498 renal cancer cells | hit rate 5.4% among 76,000 | AID 1794774
# CAKI-1 – CAKI-1 renal cancer. hit rate 4.7% among 75,000. AID 1794772
# * marks the source's active call; other numbers are inactive results; / = not tested or not shown; & = joins results of further samples; [ ] = dose if it differs, or a comment. How the source made its calls: active means growth percent below 10; inactive means the rest. No enrichment for hits. About 10% of those tested had a hit in this group.
SMILES,ACHN,OVCAR-3,RXF 393,OVCAR-5,OVCAR-8,OVCAR-4,A498,CAKI-1
Fc1ccc(-n2cc(COc3ncnc4c3cnn4-c3ccccc3)nn2)cc1Cl,105,122,115,101,103,101,90,91
CC(C)CN1CC(C)C(=O)N(c2ccccc2)C1=O (stereo not drawn),109,100,140,115,106,115,97,82
CC1=CC(=C(c2cc(C)c(O)c(C(=O)O)c2)c2cc(C)c(O)c(C(=O)O)c2)C=C(C(=O)O)C1=O,110,129,123,107,100,118,121,94
COc1ccccc1NC(=O)OCC12COCN1COC2,102,116,108,96,96,105,81,100
CCOC(=O)C1(C)CCCC1=O (stereo not drawn),99,122,77,92,96,111,108,315
CCOC1CC(C#N)(C#N)C1(C#N)C#N (stereo not drawn),103,114,112,100,108,118,105,89
N[C@@H]1[C@@H](O)[C@H](O)[C@@H](CO)O[C@H]1O,119,111,111,115,99,106,115,102
Cc1ccc(C)c2c1SC1=NNC(N3CCCCC3)=C(C#N)C(=N)N12,98,106,117,110,95,/,98,79
COc1ccc(-c2cn(-c3cccc(C(=O)/C=C/c4cc(OC)c(OC)c(OC)c4)c3)c(=O)[nH]2)cc1OC,82,98,66,94,65,86,90,96
CCOC(=O)c1cc(=O)[nH]c(=S)[nH]1,/,114,115,105,90,107,101,/
CCCCSCSCCCC,110,105,122,111,110,105,90,94
CCOC(=O)CC1(C)OCC(C)(C)CO1,108,106,106,111,104,117,99,102
CCOC(=O)c1ccc(Nc2cc(N)nc(N)n2)cc1,103,110,126,105,102,/,86,94
Cc1ccccc1NC(=S)NC(=O)c1ccccc1,102,99,110,103,98,88,86,94
c1cc(N2CCCCC2)nc(N2CCCCC2)n1,109,86,116,105,96,101,103,91
C=C1C(=O)O[C@H]2[C@H]1CC/C(COC(=O)/C=C\C(=O)NCc1ccc(Cn3c(=O)sn(CCCCC)c3=O)cc1)=C\CC[C@@]1(C)O[C@@H]21,47,36,75,89,84,85,100,67
CC(O)CCNC(C(=O)c1ccccc1)c1ccccc1 (stereo not drawn),108,105&104,99,108&108,103&104,108&95,111&117,/
c1ccc(CNc2ncnc3nc[nH]c23)cc1,/,104,103,113,107,115,97,/
C(=N/N=C/c1cccnc1)/c1cccnc1,103,101,112,99,91,94,102,105
Nc1c(C(=O)O)[nH]c(=O)[nH]c1=O,/,105,94,105,108,111,106,/
Nc1cccc2cccc([N+](=O)[O-])c12,116,124,110,113,108,95,104,107
CCC1COS(=O)(=O)CS(=O)(=O)O1 (stereo not drawn),99[100 µM],112[100 µM],100[100 µM],103[100 µM],104[100 µM],104[100 µM],117[100 µM],99[100 µM]
O=C(Nc1ccc(-n2cc(-c3ccncc3)c(-c3ccc(Cl)c(O)c3)n2)cc1)Nc1cccc(Cl)c1Cl,96,107,75,103,103,119,105,92
Cc1ccc(NC(=O)C2c3ccccc3-c3ccccc32)cc1,94&79,120&116,80&89,99&84,92&86,106&53,132&100,77&76
C/C=C/[C@H](O)[C@H](O)/C=C/c1cccc(OC)c1CO,112,110,102,107,106,136,101,103
CCN1CCC[C@H]1c1cc(O)c2c(c1OC)C[C@H]1C[C@H]3[C@H](N)C(=O)C(C(N)=O)=C(O)[C@@]3(O)C(=O)C1=C2O,-2.9*,2.4*,-40*,4.8*,-0.4*,-0.8*,-15*,/
Cc1cc2nc3ccccc3n2c2cc(O)ccc12,89,94,105,112,87,100,82,81
Cc1ccc(S(=O)(=O)Nc2ccsc2-c2nc(-c3ccccc3)no2)cc1,96,84,97,101,90,89,89,72
COc1ccc2nc(OC)c(-c3nc4c(cnn4-c4ccc(Br)cc4)c(=O)[nH]3)cc2c1,94,91,92,96,95,98,83,95
COc1cc(/C=C/C(=O)/C=C/c2cc3ccc(Cl)cc3n(Cc3ccccc3)c2=O)ccc1O,-15*,-46*,-80*,19,5.6*,26,69,/
O=C(CCCCCCC(=O)Nc1cccnc1)NO,66,25,18,61,/,16,43,47
CC(C)(CO)CCCCCCC(C)(C)CO,104,110,125,102,99,111,97,107
O=C(COc1ccc(NC(=O)C2CCCCC2)cc1)NO,102,105,104,93,101,110,109,98
O=C(O)CCCC(C(=O)O)N1C(=O)CSC1=S (stereo not drawn),103,107,110,107,105,103,95,89
CC(C)COC(=O)c1ccc(NC(=O)CC2CCCN2)cc1 (stereo not drawn),106,100,116,101,96,110,89,/
O=C(N/N=C/C=C\c1ccccc1)C(=O)N/N=C/C=C/c1ccccc1,125,/,127,112,105,112,127,105
C/C(=N/NC(=S)NC1CCCCC1)c1sc(Nc2ccc(F)cc2)nc1C,97,112,/,105,88,113,76,88
COc1cc(/C=N/NC(=O)c2ccc(OCc3nc4ccc(Cl)cc4[nH]3)cc2)cc(OC)c1OC,39,56,-26*,76,35,67,121,40
CCN(CC)CCN1C(=O)c2cccc3c(C#CCN4C(=O)c5cccc6cccc(c56)C4=O)ccc(c23)C1=O,98,109,95,107,101,97,72,91
OCC1OC(n2cnc3c(N4CCCCC4)ncnc32)C(O)C1O (stereo not drawn),108,120,105,104,97,101,93,103
COc1ccc(CNC(=O)CSc2nc3ccccc3c(=O)n2CCc2ccc(S(N)(=O)=O)cc2)cc1OC,105,113,103,104,103,106,/,101
O=C(COc1ccc(/C=C2\COc3ccccc3C2=O)cc1)Nc1nccs1,94,96,96,93,85,93,/,103
O=c1[nH]cnc2nc[nH]c12,103,174,107,98,77,94,88,/
CC1=C(C(=O)Nc2ccc(C)cc2)C(c2ccc(F)cc2)C2=C(CC(C)(C)CC2=O)N1 (stereo not drawn),98,103,91,94,95,94,76,67
NC(CCSCc1ccccc1)C(=O)O (stereo not drawn),98,95,101,98,103,106,106,86
Cc1ccc(CN2CCSC(C(=O)Nc3ccccc3)C2)s1 (stereo not drawn),90,97,88,87,97,89,70,80
O=C(Nc1ncc(Cc2ccccc2Cl)s1)c1cccs1,73,79,82,88,86,74,67,42
O=S(=O)(NCCNc1cc(-c2cn(-c3ccccc3)nc2-c2ccccc2)ccn1)c1ccc(Br)cc1,76,81,61,89,62,68,82,60
CCOC(=O)C(=Cc1ccccc1[N+](=O)[O-])C(=O)OCC,17,-21*,0.1*,-31*,12,25,122,24
CCNc1nc(Cl)nc(-c2cn(-c3ccccc3)c3ccccc23)n1,99,121,97,97,101,100,88,105
NC1=CSC2=N/C(=C\c3ccc(Cl)cc3)C(=O)N12,88,72,66,105,72,84,66,39
CN1CCN(CCC(=O)Nc2cccc(-n3cc(-c4ccncc4)c(-c4ccc(Cl)c(O)c4)n3)c2)CC1,46,14,30,68,55,56,35,/
CCN(c1cc(-c2ccc(CN3CCN(C(=O)CCCCCCCCCCCCCCC(=O)N[C@H](C(=O)N4C[C@H](O)C[C@H]4C(=O)NCc4ccc(-c5scnc5C)cc4)C(C)(C)C)CC3)cc2)cc(C(=O)NCc2c(C)cc(C)[nH]c2=O)c1C)C1CCOCC1,96,111,115,109,94,86,100,70
CC(C)c1nc2ccccc2n1CC(=O)N/N=C/c1cccc(O)c1,96,109,104,108,93,104,88,101
COc1cc(-c2nc(NC(C)=O)sc2-c2ccnc(NCCNS(=O)(=O)c3ccc(Cl)cc3)n2)ccc1Cl,94,104,108,116,108,109,96,98
O=C(COc1ccccc1)Nc1ccc(-c2nc3ccccc3s2)cc1,95,116,118,99,99,87,75,96
C=CCn1c(SCC(=O)Nc2cccc(C(=O)/C=C/c3ccc(OC)cc3)c2)nc2ccccc2c1=O,87,/,84,97,91,87,88,74
CN1C(=O)C(C2=NN(c3cc(Cl)cc(Cl)c3)C(c3ccc(F)cc3)C2)C(=O)N(C)C1=O (stereo not drawn),90,62,/,94,91,79,71,73
Cc1c(/C=N\Nc2ccccc2)[nH]c(=O)[nH]c1=O,106,113,118,99,102,108,/,90
N#C/C(=C\c1ccc(-c2ccc(Cl)cc2)o1)C(=O)Nc1ncc(Cc2ccc(Br)cc2)s1,-35*,/,33,42,6.5*,-27*,-26*,-7.3*

# In a second layout: results already given
structure | ACHN | OVCAR-3 | RXF 393 | OVCAR-5 | OVCAR-8 | OVCAR-4 | A498 | CAKI-1
CCNc1nc(Cl)nc(-c2cn(-c3ccccc3)c3ccccc23)n1 | 99 | 121 | 97 | 97 | 101 | 100 | 88 | 105
C=CCn1c(SCC(=O)Nc2cccc(C(=O)/C=C/c3ccc(OC)cc3)c2)nc2ccccc2c1=O | 87 | / | 84 | 97 | 91 | 87 | 88 | 74

# (listing goes on)
SMILES,ACHN,OVCAR-3,RXF 393,OVCAR-5,OVCAR-8,OVCAR-4,A498,CAKI-1
CCCCn1c(O)c(N=Nc2nc(-c3cc4ccccc4oc3=O)cs2)c2ccccc21,71,114,42,109,89,93,147,89
CC(C)(C)c1ccc(C(O)CCCN2CCC(C(O)(c3ccccc3)c3ccccc3)CC2)cc1 (stereo not drawn),-88*,-84*,-98*,-21*,-38*,/,50,1.4*
O=C(Nc1ncc(Cc2ccccc2Cl)s1)C(=S)N1CCOCC1,102,102,98,106,107,101,104,82
O=S(=O)(NO)c1ccccc1,100,111,120,101,105,117,106,95
O=C(c1c[nH]c2ccccc12)c1n[nH]c(=S)n1C1CCCCC1,100,96,121,115,95,93,107,73
CC(CCC(=O)O)C1CCC2C3CCC4CC(O)CCC4(C)C3CC(O)C12C (stereo not drawn),103,92,121,109,96,105,/,104
Cc1ccc(C2=N/C(=C\c3ccccc3)C(=O)O2)cc1,105,106,131,95,103,109,/,101
CCC(C)C(C(=O)O)N1C(=O)/C(=C/c2ccc3c(c2)CCCN3C)SC1=S (stereo not drawn),102,109,99,111,104,108,104,92
O=C1NC(=S)S/C1=C\c1ccccc1Cl,101,80,106,95,102,80,64,85
O=C(NCCNc1nccc(Nc2ccc(S(=O)(=O)Nc3ccccn3)cc2)n1)c1cccc([N+](=O)[O-])c1,102,108,108,93,104,90,84,94
O=C1/C(=N/O)CCc2ccccc21,89,-6.5*,97,108,96,86,/,102
CC1(C)N=C(N)N=C(N)N1c1ccc(CCc2ccccc2)c(Cl)c1,29,24,44,36,17,38,41,53

# By substructure: the compounds so far containing two or more sulfur atoms.
SMILES,ACHN,OVCAR-3,RXF 393,OVCAR-5,OVCAR-8,OVCAR-4,A498,CAKI-1
CCCCSCSCCCC,110,105,122,111,110,105,90,94
CCC1COS(=O)(=O)CS(=O)(=O)O1 (stereo not drawn),99[100 µM],112[100 µM],100[100 µM],103[100 µM],104[100 µM],104[100 µM],117[100 µM],99[100 µM]
Cc1ccc(S(=O)(=O)Nc2ccsc2-c2nc(-c3ccccc3)no2)cc1,96,84,97,101,90,89,89,72
O=C(O)CCCC(C(=O)O)N1C(=O)CSC1=S (stereo not drawn),103,107,110,107,105,103,95,89
C/C(=N/NC(=S)NC1CCCCC1)c1sc(Nc2ccc(F)cc2)nc1C,97,112,/,105,88,113,76,88
COc1ccc(CNC(=O)CSc2nc3ccccc3c(=O)n2CCc2ccc(S(N)(=O)=O)cc2)cc1OC,105,113,103,104,103,106,/,101
Cc1ccc(CN2CCSC(C(=O)Nc3ccccc3)C2)s1 (stereo not drawn),90,97,88,87,97,89,70,80
O=C(Nc1ncc(Cc2ccccc2Cl)s1)c1cccs1,73,79,82,88,86,74,67,42
COc1cc(-c2nc(NC(C)=O)sc2-c2ccnc(NCCNS(=O)(=O)c3ccc(Cl)cc3)n2)ccc1Cl,94,104,108,116,108,109,96,98
O=C(Nc1ncc(Cc2ccccc2Cl)s1)C(=S)N1CCOCC1,102,102,98,106,107,101,104,82
CCC(C)C(C(=O)O)N1C(=O)/C(=C/c2ccc3c(c2)CCCN3C)SC1=S (stereo not drawn),102,109,99,111,104,108,104,92
O=C1NC(=S)S/C1=C\c1ccccc1Cl,101,80,106,95,102,80,64,85
